High-throughput results as filed in PubChem.
ELG1 DNA repair = ELG1-dependent DNA repair inhibition | Potency, µM (doses to about 46.1 µM), without a hit: at the highest dose activity change, negative = inhibition, most hits filed as inhibitors | actives 2.3% (n = 330,000) | HEK293T ELG1-luciferase reporter, luminescence, 16 h; DNA damage induced by 5-fluorouridine; note: potency is the fitted concentration of half-maximal effect; % is set by controls: 0 for no effect and ±100 for the full control effect; nearly all actives have a fitted effect of over 55% in size
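Luminescence from the luciferase reporter, measured 30 min after ONE-Glo reagent at room temperature, was the read-out. Beforehand, 2,000 cells per well were exposed for 16 hr at 37 °C to 5-fluorouridine together with compound or vehicle.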
AT treatment = candidate therapy for ataxia-telangiectasia; AID 485349; […] A-T fibroblasts, KAP-1 phosphorylation AlphaLISA; neocarzinostatin DNA damage 30 min before lysis; Potency, µM (highest dose often 57.5 µM), without a hit: at the top dose activation, hits mostly activators; actives 0.19% (n = 320,000); note: potency is the fitted concentration of half-maximal effect; % of control where 0% means no effect; nearly all actives have a fitted effect of over 45% in size
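hTERT-immortalized A-T patient fibroblasts ([…]), 500 cells/well in OPTI-MEM, 1% FBS, got compounds for 60 min, then NCS for 30 min at 37C. Lysates were then assayed for phospho-KAP-1 by AlphaLISA (anti-pKAP1 donor, anti-KAP1 acceptor beads), 6 hr at 25C.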
TRPV1 ag = agonists of human vanilloid receptor 1 (TRPV1); TRPV1-expressing cells, Fluo-8 calcium influx, agonist mode; actives 0.19% (n = 320,000); Q8NER1; activation, % at 8.33 µM; in the data active = activation above about 80%; inconclusive = between about 30% and that limit; note: 0% is about no effect
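Cells expressing TRPV1 were dye-loaded with Fluo-8 and read kinetically: 10 s baseline, 3 min after compound (agonist portion), then 2 min after EC20 capsaicin (allosteric enhancer portion). Calcium-bound dye fluorescence at 480/520 nm.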
CXXC DNA block = inhibitors of human MLL CXXC domain-DNA interaction | actives 0.037% (n = 290,000) | AID 2662 | Potency, µM (doses to about 115 µM), inactives show top-dose activity change, negative = inhibition, actives largely listed as inhibitors | MLL-CXXC / FITC-HOXA9 DNA fluorescence polarization; active = well fitted inhibition curve with a large enough effect in the polarisation, with a control signal flat, not every such curve was filed as active; inconclusive = small, poorly fitted or top-dose-only effect, or effect the other way, or a change in a side signal; inactive = no such curve, though single readings can be large or run the other way; the % refers to the polarisation; note: potency is the fitted concentration of half-maximal effect
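Fluorescence polarization: 7 uM MLL-CXXC (stock) preincubated 5 min with compounds, then 50 nM fluorescein-HOX-A9 DNA (stock) added; 30 min ambient. Buffer 50 mM Tris-HCl pH 7.5, 50 mM NaCl, 1 mM DTT, 0.05% BSA.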
B2AR arrestin = agonists driving beta-arrestin recruitment to human beta2-adrenergic receptor. P07550. beta-arrestin recruitment to beta2AR, cell-based reporter. Potency, µM (top dose mostly 46.1 µM), for the others: at the top dose activation, most hits filed as activators. actives 0.02% (n = 330,000);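 note: potency is the fitted concentration of half-maximal effect; 0% = DMSO controls and full agonism = EC100 isoproterenol or metaproterenol; nearly all actives have a fitted effect of over 65% in size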
Target sequence (P07550 whole entry, looked up): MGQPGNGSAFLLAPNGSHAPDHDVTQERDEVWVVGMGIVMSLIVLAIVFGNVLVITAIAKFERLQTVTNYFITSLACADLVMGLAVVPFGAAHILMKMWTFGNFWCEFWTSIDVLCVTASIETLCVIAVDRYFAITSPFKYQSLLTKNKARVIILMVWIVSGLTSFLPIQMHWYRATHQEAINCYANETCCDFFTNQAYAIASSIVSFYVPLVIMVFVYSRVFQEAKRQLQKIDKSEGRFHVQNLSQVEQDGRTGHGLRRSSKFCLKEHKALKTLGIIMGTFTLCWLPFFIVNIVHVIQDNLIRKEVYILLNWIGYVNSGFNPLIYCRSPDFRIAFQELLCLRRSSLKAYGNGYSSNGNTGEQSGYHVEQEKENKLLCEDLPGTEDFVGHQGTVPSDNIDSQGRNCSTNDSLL
Integrin act MD = integrin-mediated muscular dystrophy alleviation activation | alpha7betagal myoblasts, beta-gal FDG fluorescence, 48 h | actives 0.064% (n = 350,000) | Potency, µM (top dose mostly 38.3 µM), without a hit: at the top dose activation, usual class: activators;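 note: potency is the fitted concentration of half-maximal effect; 100% = response of the positive control SU9516; nearly all actives have a fitted effect of over 60% in size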
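alpha7betagal+/- myoblasts (passage 13, 250/well) treated 48 h at 37C with compounds at 1:260 dilution of DMSO stock. Lysed, then beta-galactosidase activity read as FDG fluorescence (ex 480/em 540) after 30 min, with pre-read for autofluorescence.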
p53 reactivator = re-activators of mutant p53; H1299 p53-A138V BP100-luciferase reporter, luminescence, 24 h; actives 0.063% (n = 320,000); AID 504706; Potency, µM (series often up to 92.2 µM), for inactives: at the top dose activity change, positive = activation, actives largely listed as activators; note: potency is the fitted concentration of half-maximal effect; % of control where 0% means no effect; nearly all actives have a fitted effect of over 45% in size
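p53-null H1299 cells stably carrying temperature-sensitive p53-A138V and a BP100-luciferase reporter were pinned with compounds (4-point, 1:5 series) and held 24 hrs at 37 deg C. Luminescence was read 10 min after detection reagent.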
BRCA1 expr act = BRCA1 expression activation. MCF7-BRCA1-FFLuc reporter, luminescence, 48 h; response scale: scaled: vehicle 0%, 10 µM genistein 100%. Potency, µM (titrated, usually from 46.1 µM), for the others: at the top dose activation, hits mostly activators. actives 1.1% (n = 380,000). AID 624202; note: potency is the fitted concentration of half-maximal effect; nearly all actives have a fitted effect of over 80% in size; some results filed as inactive show a strong effect at the top dose
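Compounds are tested at multiple concentrations on MCF7 BRCA1-luciferase reporter cells seeded at 2000 per well; after 48 h, a single luminescence end-point is taken and curves fitted to the normalized data.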
TCR activator = activators of T cell receptors; primary human leukocytes, anti-CD3, IL-2 HTRF, 48 h; Potency, µM (series often up to 9.22 µM), without a hit: at the highest dose activation of IL-2 secretion, most hits filed as activators; 330,000 tested, under 10 active; note: % of control where 0% means no effect
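TCR engagement came from a-CD3 beads alone, with compounds added to primary human leukocytes for 48 hr. Secreted IL-2 bridged europium cryptate- and d2-labelled anti-IL-2 antibodies, giving FRET emission at 665nm after 320nm excitation.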
TSG101-PTAP inh = blocks PTAP/TSG101 interaction to inhibit HIV-1 budding | Q99816 | Fluorescence polarization, FITC-PTAP peptide / Tsg101 binding | Potency, µM (titrated, usually from 115 µM), for the others: at the top dose activity change, negative = inhibition, usual class: inhibitors | 340,000 tested, under 10 active | AID 493005; active = well fitted inhibition curve with a large enough effect in the main read-out, with a control signal flat, not every such curve was filed as active; inconclusive = small, poorly fitted or top-dose-only effect, or effect the other way, or a change in a side signal; inactive = no such curve, though single readings can be large or run the other way; note: potency is the fitted concentration of half-maximal effect; % of control where 0% means no effect
Target sequence (Q99816 whole entry, looked up): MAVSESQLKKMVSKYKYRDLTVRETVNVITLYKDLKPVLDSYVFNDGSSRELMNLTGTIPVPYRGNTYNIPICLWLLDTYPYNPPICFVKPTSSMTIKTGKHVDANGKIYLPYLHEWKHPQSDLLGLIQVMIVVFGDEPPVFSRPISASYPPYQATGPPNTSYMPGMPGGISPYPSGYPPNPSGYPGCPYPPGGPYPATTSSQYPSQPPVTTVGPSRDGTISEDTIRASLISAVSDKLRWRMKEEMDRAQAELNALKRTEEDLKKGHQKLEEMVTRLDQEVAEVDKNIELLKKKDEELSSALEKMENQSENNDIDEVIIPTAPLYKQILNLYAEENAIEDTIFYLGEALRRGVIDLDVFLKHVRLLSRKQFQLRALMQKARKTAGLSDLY
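Fluorescence polarization binding of Tsg101 binding domain (10 uM final) to FITC-labeled PTAP peptide (50 nM final) in HEPES pH 7.5 buffer with NaCl, Tween 20, EDTA, TCEP. Compounds added before peptide; binding 20 min at RT.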
* hit, by the source's call; ? = inconclusive; / = not tested or not shown; [ ] = remark or other dose. Unless noted, calls come from the whole dose curve; as a rule, active = well fitted curve in the direction sought with a large enough effect; inconclusive = small, poorly fitted or top-dose-only effect, or another doubt; inactive = no such curve, though single readings can be large; an effect the other way counts as inactive or inconclusive.

SMILES	ELG1 DNA repair	AT treatment	TRPV1 ag	CXXC DNA block	B2AR arrestin	Integrin act MD	p53 reactivator	BRCA1 expr act	TCR activator	TSG101-PTAP inh
COc1cc(CO)ccc1OCC(=O)Nc1ccc(Br)cc1	?	-1%	25	-6%	-0.1%	?	-11%	1%	10%	-7%
NC(=S)NN=C1CCSCC1	/	/	/	/	/	0%	/	-8%	-3%	-6%
COc1ccc2nc(-c3ccccc3)nc(C3CCCCC3)c2c1	16%	31%	-3	/	0.0%	2%	5%	3%	-5%	-3%
O=C(c1ccccc1-n1cccn1)N1CCc2c([nH]c3ccccc23)C1c1ccccn1 (centres undefined)	?	1%	13	-5%	0.6%	-19%	2%	51%	3%	-4%
COc1ccccc1Nc1ccncc1[N+](=O)[O-]	?	0%	?	-11%	0.3%	-2%	-2%	0%	-3%	2%
O=S(=O)(CCOc1ccccc1)c1nc2ccccc2[nH]1	?	/	0	15%	-0.4%	-56%[inhibitor]	?	-26%	-2%	-5%
COC(=O)NCC(c1ccco1)N1CCN(c2ccc(OC)cc2)CC1 (centres undefined)	-12%	3%	6	5%	0.5%	-28%	-1%	17%	8%	0%
O=C(NCc1nc2ccccc2[nH]1)C1=C[C@@H](c2ccc(C(F)(F)F)cc2)C[C@@H](OCCCCO)O1	/	/	/	/	/	19%	/	0%	4%	-5%
CCc1nnc(N/N=C/c2c(C)[nH]c3ccccc23)n1N	-12%	6%	3	3%	-0.1%	7%	-8%	-23%	5%	-1%
CCS(=O)(=O)c1nc(S(=O)(=O)c2ccc(Cl)cc2)c(NCCCN2CCOCC2)s1	14%	9%	0	6%	0.2%	-4%	11%	3%	-4%	-4%
CC(=O)/C(N=Nc1ccc(C(=O)O)cc1[N+](=O)[O-])=C(\C)O	5%	15%	2	-5%	0.0%	-23%	-1%	7%	-5%	2%
COc1cc(O)c(C(CCN2CCN(c3ccccc3)CC2)c2ccc(N(C)C)cc2)c(OC)c1 (centres undefined)	2%	-39%	1	7%	-0.4%	-23%	5%	-16%	-3%	/
O=S(=O)(Nc1cccc(-c2nnco2)c1)c1ccc(Cl)cc1	?	13%	1	-2%	0.4%	1%	-5%	-2%	14%	-3%
Cc1ccc(/C=N/NC(=O)CNC(=O)c2cccs2)o1	-19%	-1%	-7	12%	-0.8%	-22%	-4%	8%	-8%	0%
NC(=O)CSc1nnc(-c2ccccn2)n1Cc1ccco1	2%	12%	-1	-4%	-0.8%	1%	1%	-7%	3%	-2%
COc1ccc(-c2nc(SCC(=O)Nc3cccc(S(N)(=O)=O)c3)n[nH]2)cc1	?	16%	-2	/	-0.1%	?	17%	?	-1%	-5%
Cc1ccc(NC(=O)c2ncn[nH]2)cc1	?	5%	-2	0%	-0.1%	1%	-1%	28%	-1%	0%
CCOC(=O)CC(=O)c1cc(OC)c(OC)c(OC)c1	7%	-2%	3	12%	0.2%	0%	0%	-15%	1%	-7%
COc1ccc(OCCNC(=O)C(Cc2c[nH]c3ccccc23)NC(C)=O)cc1 (centres undefined)	-7%	-2%	-1	-5%	0.3%	31%	2%	0%	1%	-1%
CCOC(=O)c1c(C)oc2c1c1c(c3ccccc32)OCN(CCCC(=O)O)C1	?	7%	/	33%[activator]	-0.1%	-13%	16%	?	-1%	-6%

Entries of single compounds as entered above. Values in the order: ELG1 DNA repair, AT treatment, TRPV1 ag, CXXC DNA block, B2AR arrestin, Integrin act MD, p53 reactivator, BRCA1 expr act, TCR activator, TSG101-PTAP inh
CCS(=O)(=O)c1nc(S(=O)(=O)c2ccc(Cl)cc2)c(NCCCN2CCOCC2)s1 is listed as 14%, 9%, 0, 6%, 0.2%, -4%, 11%, 3%, -4%, -4%
NC(=O)CSc1nnc(-c2ccccn2)n1Cc1ccco1 is listed as 2%, 12%, -1, -4%, -0.8%, 1%, 1%, -7%, 3%, -2%

The listing picks up with the four entries that preceded the break.
SMILES	ELG1 DNA repair	AT treatment	TRPV1 ag	CXXC DNA block	B2AR arrestin	Integrin act MD	p53 reactivator	BRCA1 expr act	TCR activator	TSG101-PTAP inh
Cc1ccc(NC(=O)c2ncn[nH]2)cc1	?	5%	-2	0%	-0.1%	1%	-1%	28%	-1%	0%
CCOC(=O)CC(=O)c1cc(OC)c(OC)c(OC)c1	7%	-2%	3	12%	0.2%	0%	0%	-15%	1%	-7%
COc1ccc(OCCNC(=O)C(Cc2c[nH]c3ccccc23)NC(C)=O)cc1 (centres undefined)	-7%	-2%	-1	-5%	0.3%	31%	2%	0%	1%	-1%
CCOC(=O)c1c(C)oc2c1c1c(c3ccccc32)OCN(CCCC(=O)O)C1	?	7%	/	33%[activator]	-0.1%	-13%	16%	?	-1%	-6%
COc1ccc(NC(=O)c2ccc(Br)o2)c([N+](=O)[O-])c1	?	0%	15	19%	-0.8%	0%	2%	76%	5%	-1%
COc1ccccc1N1C(=O)[C@@H]2C(C(=O)CN3C(=O)c4ccccc4C3=O)=NN[C@@H]2C1=O	?	-1%	-3	-6%	-0.3%	20%	2%	-2%	2%	-4%
NC(=O)CN1C(=O)C(=O)N(Cc2cccc(C(F)(F)F)c2)C1=O	?	?	-3	-2%	0.0%	-42%	-1%	-25%	-3%	-1%
COc1ccccc1C(=O)Nc1ccc2oc(-c3ccc(F)cc3)nc2c1	?	6%	3	24%	0.2%	32%[7.66 µM]	16%	10%	2%	-7%
C=CCC[C@@H](Cc1ccc(F)cc1)C(=O)OCCNC(=O)[C@@H](CC=C)CC(=O)N[C@H](CO)Cc1ccccc1	?	0%	/	/	0.5%	7%	-1%	-25%	3%	1%
CCOC(=O)N1CCN(CCC(=O)Nc2ccc(Br)cc2)CC1	?	0%	1	3%	0.2%	7%	-4%	-51%	3%	-2%
COC(=O)c1ccccc1-n1c(CCC(=O)O)ccc1-c1ccccc1	-23%	-6%	2	-16%	-0.4%	1%	/	2%	-7%	-1%
O=S(=O)(c1ccc(Br)cc1)N1CCC(c2nc3ccccc3[nH]2)CC1	-21%	4%	12	1%	0.3%	-16%	0%	-8%	-6%	0%
Cc1ccc2c(CN3CCN(S(=O)(=O)/C=C/c4ccccc4)CC3)cc(=O)oc2c1	-13%	3%	-4	3%	0.5%	27%	-5%	-9%	-2%[46.1 µM]	-1%
O=C(N/C(=C\c1ccccc1)C(=O)N1CCOCC1)c1cccc(Br)c1	?	1%	15	-2%	0.2%	-37%	6%	-6%	0%	1%
CCOC(=O)CSc1nc2c(sc(=S)n2-c2ccccc2OC)c(=O)n1Cc1ccco1	-10%	-7%	3	9%	0.4%	19%	3%	-20%	0%	-6%
COc1cc(C)c(S(=O)(=O)N2CCOCC2)cc1C(C)C	-14%	-3%	12	-4%	0.1%	-1%	40%	-1%	-5%	-1%
Cc1ccccc1-n1c(=O)cc(N2CCN(C(=O)c3ccco3)CC2)[nH]c1=O	6%	-3%	2	-22%	-1.1%	-11%	4%	-9%	0%[46.1 µM]	0%
O=C(Nc1ccccc1)c1cc([N+](=O)[O-])ccc1NC1CCCCC1	-23%	-5%	13	0%	-0.8%	31%	-4%	-52%	-1%[46.1 µM]	1%
O=C(NCc1ccccc1)C(c1ccccc1F)N(CC1CCCO1)C(=O)c1ccccn1 (centres undefined)	-2%	10%	4	10%	0.3%	?	-2%	-42%	0%	-3%
COc1ccc(/C=C/c2cc(=O)c3cc(Cl)ccc3o2)cc1	?	-8%	13	1%	1.6%	-12%	13%	39%	-1%[46.1 µM]	-4%

Given with each value named: 2 of the compounds above.
O=C(Nc1ccccc1)c1cc([N+](=O)[O-])ccc1NC1CCCCC1
  ELG1 DNA repair: -23% | AT treatment: -5% | TRPV1 ag: 13 | CXXC DNA block: 0% | B2AR arrestin: -0.8% | Integrin act MD: 31% | p53 reactivator: -4% | BRCA1 expr act: -52% | TCR activator: -1%[46.1 µM] | TSG101-PTAP inh: 1%

O=C(NCc1ccccc1)C(c1ccccc1F)N(CC1CCCO1)C(=O)c1ccccn1 (centres undefined)
  ELG1 DNA repair: -2% | AT treatment: 10% | TRPV1 ag: 4 | CXXC DNA block: 10% | B2AR arrestin: 0.3% | Integrin act MD: ? | p53 reactivator: -2% | BRCA1 expr act: -42% | TCR activator: 0% | TSG101-PTAP inh: -3%
